Shiga inhibitor: blocks Shiga toxin action in Vero cells; Vero cells, Shiga toxin protein synthesis inhibition reporter; inhibition, % at 38.7 µM; hit rate 9.2% among 290,000; in the data active means inhibition mostly above about 28%, no sharp cut-off; inactive means mostly below about 43%; further: 0% is about no effect
Cycloheximide cs: affects cycloheximide protein synthesis inhibition readout, counter-screen; cell reporter, cycloheximide protein synthesis inhibition counterscreen; max response, %; hit rate 12% among 300,000; in the data active means max response mostly above about 13%, no sharp cut-off; inactive means mostly below about 14%; further: read at 38.3 µM for the half of the compounds with a filed dose; 0% is about no effect
HCV inh: inhibitors of hepatitis C virus infection | AID 651820 | Potency, µM (series often up to 41.8 µM), without a hit: top-dose activity change, negative = inhibition, hits mostly inhibitors | hit rate 3.4% among 340,000 | Huh7.5.1 HCVcc-Cre infection, luciferase reporter, 44 h; further: potency means the concentration at half of the fitted maximal effect; on the % scale 0 is the no-effect control and ±100 the full control effect
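A cell-based infection assay in which seeded cells (1,000 per well) receive test compound after 4 h, are inoculated with HCVcc-Cre at approximately 0.5 moi, and are incubated 44 h before luminescence detection.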
Giardia FBPA inh: Giardia lamblia aldolase inhibition; A8B2U2; purified Giardia FBPA; Potency, µM (doses to about 59.6 µM), inactives show at the top dose activity, negative = inhibition, hits mostly inhibitors; hit rate 0.71% among 290,000; AID 2451; further: potency means the concentration at half of the fitted maximal effect; on the % scale 0 is the no-effect control and ±100 the full control effect; nearly all actives have a fitted effect of over 55% in size
Target sequence (A8B2U2 whole entry, looked up): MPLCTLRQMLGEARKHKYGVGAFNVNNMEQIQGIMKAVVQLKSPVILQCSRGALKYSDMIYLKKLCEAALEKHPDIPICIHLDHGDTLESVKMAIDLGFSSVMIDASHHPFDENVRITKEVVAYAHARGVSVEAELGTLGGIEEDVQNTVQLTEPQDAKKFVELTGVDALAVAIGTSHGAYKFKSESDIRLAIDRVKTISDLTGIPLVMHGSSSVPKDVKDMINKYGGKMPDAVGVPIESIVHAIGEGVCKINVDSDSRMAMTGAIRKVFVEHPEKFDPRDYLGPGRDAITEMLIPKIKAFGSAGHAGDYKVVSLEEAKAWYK
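Giardia FBPA (40 nM reagent) was preincubated 10 min at RT with compound (up to 57.5 uM final), then substrate plus GAPDH/TPI/NAD/arsenate coupling system with diaphorase/resazurin was added; resorufin fluorescence (525/598 nm) was read after 20 min.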
Pf growth 96h: P. falciparum growth inhibition at 96 hour, primary screen for plastid delayed-death inhibitors; P. falciparum luciferase reporter growth, 96 h; Potency, µM (highest dose often 28.7 µM), inactives show at the top dose activity change, negative = inhibition, usual class: inhibitors; hit rate 6.9% among 320,000; AID 504834; further: potency means the concentration at half of the fitted maximal effect; on the % scale 0 is the no-effect control and ±100 the full control effect
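Plates of compound plus infected erythrocytes (2% hematocrit, 0.05% parasitemia final) incubate 96 hours, 37 C, 5% CO2. Detection reagent added; reduced luminescence from the parasites' luciferase reporter flags inhibition.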
Pf growth 48h: P. falciparum growth inhibition at 48 hours (one generation) | P. falciparum luciferase growth in erythrocytes, 48 h | Potency, µM (top dose mostly 28.7 µM), inactives show top-dose activity change, negative = inhibition, most hits filed as inhibitors | hit rate 5.9% among 310,000 | AID 504832; further: potency means the concentration at half of the fitted maximal effect; on the % scale 0 is the no-effect control and ±100 the full control effect
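Luciferase-expressing parasites in RBCs, 2% Hct / 0.1% parasitemia final; RPMI 1640 + 0.5% Albumax; 37 C, 5% CO2, one generation; luminescence read-out, lower signal = inhibition.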
An asterisk follows results filed as active; ? = inconclusive; . = no result given; [ ] = another dose, or the depositor's remark. Unless noted, the call rests on the fitted dose curve; in most records, active means well fitted curve in the direction sought with a large enough effect; inconclusive means small, poorly fitted or top-dose-only effect, or another doubt; inactive means no such curve, though single readings can be large; an effect the other way counts as inactive or inconclusive.

SMILES	Shiga inhibitor	Cycloheximide cs	HCV inh	Giardia FBPA inh	Pf growth 96h	Pf growth 48h
CSC1=NCCN1C(=O)c1ccc(S(=O)(=O)N2CCCCC2)cc1	-3.7	-3.0	-0.7%	2.5%	-3.5%	-5.9%
CSCC[C@H](NC(=O)OC(C)(C)C)c1nnc(SCC=C(C)C)o1	-2.3	5.1	-18.4%	?	-3.3%[5.75 µM]	?
Cc1ccsc1C(=O)NC1CCCCC1C (stereo unspecified)	.	.	4.8%	.	8.5%	-9.3%
COc1ccc(NC(=O)CO/N=C(\C)c2cccs2)cc1	-6.2	12.6	4.6%	6.9%	17.2%	-17.2%
CCN(C(=O)C1CCCN(c2ncnc3c2nc2n3CCCCC2)C1)c1cccc(Cl)c1 (stereo unspecified)	-9.8	-4.1	-6.3%	1.5%	?	?
O=C(O)c1ccc(C2NCC(c3ccccc3Cl)c3c2[nH]c2ccccc32)cc1 (stereo unspecified)	-9.8	-1.8	-6.0%	11.7%	18.0%	-0.2%
C#C[C@]1(O)CC[C@H]2[C@@H]3CCC4=Cc5oncc5C[C@]4(C)[C@H]3CC[C@@]21C	.	.	7.0%	.	-16.6%	-5.1%
CCOC(=O)c1cc(-c2ccc(OC)cc2)nc2c1c(C)nn2CCC#N	-11.3	13.5	?	9.5%	.	5.22µM*
O=C(N/N=C/c1ccc2c(c1)OCO2)c1sc2cc(Cl)ccc2c1Cl	-10.8	6.0	7.9%	1.5%	-26.4%	13.8%
COc1ccccc1/C=N/OCC(=O)NCc1ccc2c(c1)OCO2	29.3	-1.1	18.2%	-0.6%	-0.1%	2.4%
COCCCNC(=O)/C=C/c1ccc(Cl)cc1Cl	53.7*	17.5*	-18.4%	-3.1%	17.6%	12.0%
O=c1[nH]c(C2CCN(S(=O)(=O)c3ccc(C(F)(F)F)cc3)CC2)nc2c1nnn2Cc1ccc(F)cc1	-7.5	-1.7	-19.9%	3.4%	38.4%[activator]	11.7µM*
O=C(NCc1ccccn1)c1n[nH]c(=O)c2ccccc12	17.0	9.4	16.1%	?	-0.8%	?
COC(c1ccccc1)c1nnc(CCC(=O)N(C)CCOc2ccccc2)o1 (stereo unspecified)	59.5*	27.7*	-19.6%	4.7%	-8.1%	7.1%
Cc1nnc(NC(=O)CSc2nnc(Cc3ccccc3)n2Cc2ccccc2)s1	-9.0	-1.2	4.3%	5.0%	-12.1%	-21.4%
CCOC(=O)C(NCc1ccc(F)cc1)(NC(=O)c1ccccc1)C(F)(F)F (stereo unspecified)	-1.7	-0.9	-5.6%	0.2%	10.4µM*	-19.7%
N#CC1(c2ccccc2)CCC(NCCc2ccccc2)CC1 (stereo unspecified)	-3.7	-3.2	-3.5%	?	?	?
O=C(Oc1cccc2c(OC(=O)N3CCOCC3)cccc12)N1CCOCC1	-7.1	-2.1	4.0%	0.0%	.	12.5%
CN(Cc1ccccn1)Cc1nc(COc2ccccc2)no1	11.8	11.9	3.4%	2.5%	?	26.2%
O=C(Nc1ccccc1C(=O)NC1CC1)c1ccc([N+](=O)[O-])o1	.	.	?	.	10.4µM*	?
COCCCn1c(-c2ccc(Cl)cc2)n[nH]c1=S	-15.2	-2.0	11.9%	0.2%	?	.
O=C(CCC(=O)N1CCc2ccccc2C1)N1CCN(S(=O)(=O)c2ccccc2)CC1	7.9	-1.3	5.7%	-11.0%	?	-12.8%
O=C(NCC1CCCO1)/C(=C/c1ccccc1)NC(=O)c1ccccc1 (stereo unspecified)	11.7	5.9	7.8%	10.0%	3.1%	32.6%[activator]
Cc1ccc(NC(=O)CSC2=C(C#N)C(c3ccc4c(c3)OCO4)C3=C(CCCC3=O)N2)c(C)c1 (stereo unspecified)	12.3	-2.6	-23.1%	2.5%	6.0%	?

Four compounds drawn at random from those above, as already listed:
SMILES	Shiga inhibitor	Cycloheximide cs	HCV inh	Giardia FBPA inh	Pf growth 96h	Pf growth 48h
O=C(NCc1ccccn1)c1n[nH]c(=O)c2ccccc12	17.0	9.4	16.1%	?	-0.8%	?
CN(Cc1ccccn1)Cc1nc(COc2ccccc2)no1	11.8	11.9	3.4%	2.5%	?	26.2%
N#CC1(c2ccccc2)CCC(NCCc2ccccc2)CC1 (stereo unspecified)	-3.7	-3.2	-3.5%	?	?	?
O=C(Nc1ccccc1C(=O)NC1CC1)c1ccc([N+](=O)[O-])o1	.	.	?	.	10.4µM*	?

Other structures follow:
SMILES	Shiga inhibitor	Cycloheximide cs	HCV inh	Giardia FBPA inh	Pf growth 96h	Pf growth 48h
Cc1cc(-n2c(C)cc(C(=O)COc3ccc4ccc(=O)oc4c3)c2C)no1	12.6	-4.7	?	?	-8.4%	36.3%[activator]
O=C(CCN1CCOCC1)N1CCCC(Nc2cccc(F)c2)C1 (stereo unspecified)	-11.5	-2.5	7.0%	-2.6%	?	-1.7%
COc1cccc(N2CCN(S(=O)(=O)c3cn(C)cn3)CC2)c1	-5.5	6.0	20.6%	9.0%	?	20.2%
CCOC(=O)N1CCC(Nc2nc3ccccc3nc2NS(=O)(=O)c2ccc(Cl)cc2)CC1	95.5*	29.6*	10.5%	26.2%	.	-85.2%
Cc1oc(-c2cc(F)ccc2F)nc1CN(C)Cc1ccc2nccnc2c1	-2.2	-4.5	?	3.2%	2.94µM*	?
O=C(Nc1cccc(F)c1)N1CCN(C/C=C/c2ccccc2)CC1	-4.5	-1.3	-10.2%	5.5%	0.0%	.
Cn1cccc1C1NC(=O)c2c(sc3c2CCC(C(C)(C)C)C3)N1 (stereo unspecified)	28.6*	10.8*	?	-25.0%	.	?
CCOc1cc2c(cc1OCC)C(c1ccc(OC)cc1)N(c1ccccc1)C(=O)C2 (stereo unspecified)	-9.7	-5.5	-20.3%	0.5%	19.2%	?
CC(=O)N1c2ccc(S(=O)(=O)N3CCC(C(=O)Nc4cccc(C)c4C)CC3)cc2CC1C (stereo unspecified)	-7.7	-9.7	?	.	0.4%	?
CC(C)NS(=O)(=O)c1ccc(NC(=O)c2cccnc2)cc1	-10.5	-3.0	-15.2%	8.5%	9.5%	31.0%[activator]
C/C(=C\C(=O)c1ncc(C(F)(F)F)cc1Cl)N(C)C	0.3	-2.0	4.6%	0.2%	?	-4.7%
CC1(C)C(CSc2nc3ccccc3[nH]2)C1(Cl)Cl (stereo unspecified)	72.4*	26.9	?	-7.3%	?	4.8%
O=C(O)[C@H](Cc1ccccc1)N1Cc2ccccc2C1=O	-9.1	-8.4	23.9%	25.5%	15.6%	.
Cc1cc(C(=O)NCCc2ccc(S(N)(=O)=O)cc2)c(C)o1	-16.1	-5.7	-1.5%	4.2%	1.0%	18.1%
COc1cc(-c2cc(C(=O)Nc3ccc(S(=O)(=O)NCc4ccco4)cc3)c3ccccc3n2)cc(OC)c1OC	9.7	3.5	0.282µM*	-4.2%	16.5µM*	10.4µM*
COc1ccc(N2C(=O)c3ccccc3C2=O)cc1	54.8*	18.9*	24.1%	0.9%	?	10.0%
O=c1cc(CNCCCO)c2ccccc2[nH]1	-18.7	-2.0	11.4%	-10.3%	3.7µM*	-0.3%
CCOC(=O)[C@H]1[C@H]2COc3cc(OC)ccc3[C@@H]2N2C(=O)CN(CCc3c[nH]c4ccccc34)C(=O)[C@@]12C	.	.	-11.4%	.	?	7.38µM*
c1ccc(Cc2nnc(Sc3ccccc3)c3ccccc23)cc1	1.4	-2.2	?	0.6%	?	-11.9%
COc1cc(NC(=O)Nn2cnnc2)cc(OC)c1OC	-8.8	-1.1	13.1%	-8.6%	6.1%	17.2%
Cc1ccn2c(=O)nc(SCC(=O)NCc3ccccc3Cl)nc2c1	.	.	6.5%[8.37 µM]	.	-18.7%	9.6%
Nc1nc2nc(-c3cccs3)cc(C(F)(F)F)n2n1	23.8	0.9	-16.2%	5.6%	-24.1%	9.7%
Cc1c([N+](=O)[O-])cc(C(=O)Nc2ccc(NC(=O)c3ccco3)cc2)cc1[N+](=O)[O-]	-7.6	-5.1	-22.1%	-2.8%	4.1%	?
O=C(c1cc2cc(F)ccc2[nH]1)N1CCc2ccccc2C1	64.5*	19.6*	-2.4%	0.1%	?	?
Cc1ccc(N2C=Nc3ccc(C)c4nc(C)cc2c34)cc1	7.8	3.7	1.2%	3.4%	63.6%[activator]	9.28µM*
Nc1[nH]ncc1N=Nc1ccc(Cl)cc1	98.2*	55.2*	-0.7%	-0.5%	82.4%[activator]	.
CS(=O)(=O)Nc1ccccc1C(=O)N1CCN(c2ccccc2)CC1	-10.4	0.6	.	6.9%	-2.6%	.
Cn1c(=O)c2c(ncn2CC(O)CNc2ccc(Cl)cc2)n(C)c1=O (stereo unspecified)	22.4	-2.4	-15.0%	-7.6%	.	-14.9%
O=C(Nc1ccc(-c2csc(Nc3ccccc3)n2)cc1)c1ccccc1	15.8	2.0	?	-0.7%	?	?
CCNC(=O)CC1C(=O)N(c2ccc(C)cc2)C(=O)N1CCOC (stereo unspecified)	-9.3	1.8	-1.8%	0.5%	88.2%[activator]	8.6%
O=C(NCc1ccc(Cl)cc1)c1cc2ccccc2oc1=O	10.6	13.8	24.5%	7.7%	5.22µM*	-5.0%
Cc1ccc(-c2nc(C#N)c(NCCc3ccccn3)o2)cc1	36.0	16.5*	13.8%	-4.6%	30.2%[activator]	.
COc1ccc(S(=O)(=O)N2C(=O)/C(=C3\SC(N)=NC3=O)c3ccccc32)cc1	-3.9	-1.0	?	2.9%	20.6%	13.3%
O=C(NC(Cc1ccccc1)C(=O)N1CCN(S(=O)(=O)c2ccccc2F)CC1)c1ccccc1 (stereo unspecified)	.	.	?	.	-57.8%	?
O=C(O)C1CC(=O)N(Cc2cccs2)C1 (stereo unspecified)	3.7	7.4	5.7%	4.2%	?	10.3%
COc1ccccc1NC(=O)C1CCCN(S(=O)(=O)c2ccccc2)C1 (stereo unspecified)	-18.9	-5.1	?	0.1%	?	22.5%

Compound profiles, as listed above. Order of values: Shiga inhibitor	Cycloheximide cs	HCV inh	Giardia FBPA inh	Pf growth 96h	Pf growth 48h
Shown for O=C(NCc1ccc(Cl)cc1)c1cc2ccccc2oc1=O : 10.6	13.8	24.5%	7.7%	5.22µM*	-5.0%
Shown for O=C(Nc1ccc(-c2csc(Nc3ccccc3)n2)cc1)c1ccccc1 : 15.8	2.0	?	-0.7%	?	?

Going on with the list.
SMILES	Shiga inhibitor	Cycloheximide cs	HCV inh	Giardia FBPA inh	Pf growth 96h	Pf growth 48h
COc1ccccc1N1CCN(CCC(=O)Nc2cccc(Cl)c2)CC1	-6.3	-3.4	-22.8%	-2.5%	?	.
S=C1NC2(CCCCCC2)N=C1c1ccccc1	-10.2	3.6	?	5.7%	152.7%[activator]	13.1µM*
CCn1c(-c2cc(-c3cccc(OC)c3)nc3ccccc23)n[nH]c1=S	-17.8	1.8	9.4%	10.3%	.	-28.0%
CCCOc1cc(C)c(S(=O)(=O)n2nnc3ccccc32)cc1C	-4.0	-2.4	-21.9%	22.9%	.	12.8%
COc1ccc(CCNC(=O)Cc2ccc(C)cc2)cc1OC	.	0.7	22.7%	2.4%	?	-4.2%
COc1cc(Cl)ccc1OCc1cc(C(=O)N2CCCCCCC2)no1	84.5*	43.0*	1.0%	.	16.5%	0.1%
CC(C)Cc1nc2oc3c(NCC(C)O)ncnc3c2c2c1CCCC2 (stereo unspecified)	7.5	-2.3	?	-4.6%	-19.2%	?
Cc1cccc(C(=O)Nc2cccc(-c3cnc4ccccc4n3)c2)c1	59.4	12.4	?	4.7%	?	?
COc1ccccc1CN1CCC(n2nccc2NC(=O)c2ccccc2Cl)CC1	-4.0	-1.7	4.2%	1.9%	?	?
CSc1ncc(C(=O)Nc2ccccc2C)c(C)n1	7.5	-2.5	2.6%	-2.9%	-17.4%	10.2%
COc1ccc(Cc2nc3ccc(C(=O)N(C)CCc4cnn(C)c4)cc3o2)cc1OC	-3.1	13.2	?	4.4%	?	-19.3%
